ASAP1 inh: inhibitors of human ASAP1 ArfGAP activity. 360,000 compounds, 0.19% hits. Q9ULH1. ASAP1-stimulated ARF1 GTP hydrolysis, GDP FP detection. inhibition, % at 16.5 µM; in the data active means inhibition above about 25%;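 further: 0% = vehicle with enzyme and substrate and 100% = no enzyme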
Tn7 DDE FP: DD(E)-Tn7 binding inhibition, primary FP screen; P02675; FP displacement of FITC-Tn7 peptide from fibrin DD(E); 0% = median of compound wells per plate; inhibition, % at 8.3 µM; 370,000 compounds, 0.13% hits;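 active means inhibition above the mean of compounds falling within the control limits plus 3 SD of them, cut at about 14% in these data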;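 further: 0% = plate median of compound wells and 100% = 10 µM Aha-Tn7 peptide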
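Measure: % inhibition scaled between sample-field median and high-control FP; Test system: human fibrin DD(E); Quantity: 2 µM final DD(E) protein; Doses: one dose, 8.3 µM nominal; Schedule: compound with protein 10 min, then 3 h after probe, room temperature; Detection: fluorescence polarization; Medium: Tris buffer with calcium and detergent, pH 7.8.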
ARFGAP1 inhibitor: inhibitors of rat ARFGAP1. Q62848. Arfgap1-stimulated ARF1 GTP hydrolysis, GDP FP detection. inhibition, % at 16.5 µM. 360,000 compounds, 0.26% hits. AID 651572;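 active means inhibition above a per-plate limit, mean inhibition of low control wells plus 3 SD, cut at about 25% in these data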;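 further: 0% = DMSO wells with enzyme and 100% = wells lacking Arfgap1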
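Material: truncated rat Arfgap1 GAP domain; Incubation: compound-enzyme preincubation 20 min, reaction 120 min, detection 60 min, 25 °C; Read-out: percent inhibition of Arfgap1-stimulated GTP hydrolysis; Technique: FP, GDP Alexa 633 tracer displaced from anti-GDP antibody, 620/688 nm; Controls: No-Arfgap1 wells (100%) versus DMSO full-reaction wells (0%); Replication: single well per compound.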
ADAM10 inh: inhibitors of human ADAM10; 370,000 compounds, 0.62% hits; inhibition, % at 7 µM; recombinant ADAM10, EDANS/DABCYL FRET peptide cleavage, 3 h; O14672;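 active means inhibition above a per-campaign cutoff equal to the mean of compounds falling between control-based bounds plus 3 SD, cut at about 20% in these data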;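 further: 0% = DMSO wells while the 100% control is not disclosed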
PLCb3 inh: PLC-beta3 (human) inhibition, primary screen. inhibition, % at 12.2 µM. 370,000 compounds, 0.18% hits. AID 720704. Q01970. Purified PLC-beta3, fluorogenic substrate, fluorescence; in the data active means inhibition above about 11%;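 further: 0% = median of compound wells on plate and 100% = full blocker control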
Target sequence (Q01970 whole entry, looked up): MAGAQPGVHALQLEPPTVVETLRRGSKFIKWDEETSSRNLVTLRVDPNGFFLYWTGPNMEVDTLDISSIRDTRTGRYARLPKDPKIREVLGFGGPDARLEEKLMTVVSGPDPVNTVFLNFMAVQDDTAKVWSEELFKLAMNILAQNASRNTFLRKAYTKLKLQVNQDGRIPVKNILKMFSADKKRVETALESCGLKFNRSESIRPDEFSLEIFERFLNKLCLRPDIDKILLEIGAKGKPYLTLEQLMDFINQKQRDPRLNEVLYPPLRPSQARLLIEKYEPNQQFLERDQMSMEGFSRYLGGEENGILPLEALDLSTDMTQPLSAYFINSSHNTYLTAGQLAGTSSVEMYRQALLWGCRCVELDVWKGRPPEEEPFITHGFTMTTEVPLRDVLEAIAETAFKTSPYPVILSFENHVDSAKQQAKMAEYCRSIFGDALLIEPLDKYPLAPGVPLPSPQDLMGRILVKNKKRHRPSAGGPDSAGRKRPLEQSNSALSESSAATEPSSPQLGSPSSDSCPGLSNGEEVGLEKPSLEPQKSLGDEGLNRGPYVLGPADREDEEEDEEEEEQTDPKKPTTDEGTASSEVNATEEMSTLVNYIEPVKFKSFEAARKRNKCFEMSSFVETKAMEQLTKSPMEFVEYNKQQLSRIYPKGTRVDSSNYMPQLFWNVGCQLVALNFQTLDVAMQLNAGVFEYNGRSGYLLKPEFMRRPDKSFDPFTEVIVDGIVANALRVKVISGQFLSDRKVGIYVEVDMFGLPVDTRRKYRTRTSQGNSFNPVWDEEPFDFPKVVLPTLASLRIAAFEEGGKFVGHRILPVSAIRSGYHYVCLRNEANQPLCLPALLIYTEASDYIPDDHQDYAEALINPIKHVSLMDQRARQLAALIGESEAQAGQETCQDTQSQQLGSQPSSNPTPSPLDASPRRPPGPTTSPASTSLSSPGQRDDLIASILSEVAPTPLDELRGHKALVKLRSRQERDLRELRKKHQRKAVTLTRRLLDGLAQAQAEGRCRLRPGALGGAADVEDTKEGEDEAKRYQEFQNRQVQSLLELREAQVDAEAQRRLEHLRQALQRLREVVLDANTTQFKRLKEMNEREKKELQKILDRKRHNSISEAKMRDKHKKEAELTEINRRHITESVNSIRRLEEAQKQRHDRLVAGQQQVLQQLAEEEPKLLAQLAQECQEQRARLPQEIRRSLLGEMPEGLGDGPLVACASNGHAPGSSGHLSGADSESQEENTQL
PLC-gamma1 inh: inhibitors of human phospholipase C gamma1; P19174; purified PLC-gamma1, fluorogenic substrate, fluorescence; inhibition, % at 12.2 µM; 370,000 compounds, 0.84% hits; in the data active means inhibition above about 9.5%
DDE Tn6 FP inh: disrupts Tn6 cyclic peptide binding to fibrin D-Dimer-E complex. P02675. Fibrin DD(E) TRITC-Tn6 fluorescence polarization displacement. inhibition, % at 8.3 µM. 370,000 compounds, 0.21% hits;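 active means inhibition above a per-campaign cutoff: mean of compounds within control limits plus 3 SD, cut at about 15% in these data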;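 further: 0% = median of all compound wells on the plate and 100% = blocking peptide control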
TDP2 inh: TDP2 (human) inhibition, absorbance primary screen; recombinant TDP2, T5PNP hydrolysis, p-nitrophenol absorbance 415 nm; inhibition, % at 12.8 µM; 370,000 compounds, 0.34% hits;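 active means inhibition above the mean of all tested compounds plus 3 SD, set per campaign, cut at about 25% in these data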;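 further: 0% = DMSO with enzyme and 100% = buffer with substrate but no TDP2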
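System: recombinant human TDP2 / Amount: 120 nM TDP2 per well / Also added: 5 mM T5PNP chromogenic substrate / Doses: 12.8 µM single point, 1% DMSO / Incubation: 2 h at 37 °C / Detection: p-Nitrophenol epi absorbance / Evaluation: % inhibition relative to enzyme-containing and enzyme-free wells / Repeats: singlicate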
ADAM17 inh: ADAM17 inhibition, QFRET primary screen; recombinant ADAM17, EDANS/DABCYL FRET peptide cleavage; inhibition, % at 6.95 µM; 370,000 compounds, 0.83% hits; AID 720648;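 active means inhibition above the mean of compounds lying between control limits plus 3 SD, set per campaign, cut at about 8.5% in these data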;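 further: 0% = DMSO-only wells as the low control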
SIAE primary: blocks human sialic acid acetylesterase | Q9HAT2 | SIAE FP-Rh probe binding, fluorescence polarization | 370,000 compounds, 0.69% hits | inhibition, % at 9.66 µM | AID 1053197;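 active means inhibition above a cutoff: mean of compounds within the control limits plus 3 SD of those, cut at about 17% in these data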;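 further: 0% = plate median of compound wells and 100% = probe without SIAE protein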
Starred values were filed as active, the others as inactive; i = inactive; x = not tested or not shown.

SMILES	ASAP1 inh	Tn7 DDE FP	ARFGAP1 inhibitor	ADAM10 inh	PLCb3 inh	PLC-gamma1 inh	DDE Tn6 FP inh	TDP2 inh	ADAM17 inh	SIAE primary
CC(=O)c1ccc(NC(=O)CCOc2cc(C)ccc2C)cc1	12	-2	7	3	-5	-2	5	-10	3	11
c1ccc(-c2nnc(-c3ccncc3)o2)cc1	-2	3	-1	-2	-1	0	2	11	-4	0
CCCCCCc1ccc(OC(=O)c2ccncc2)cc1	-14	1	-7	-6	-5	1	5	8	-2	-7
Cc1ccc(-n2c(SCC(N)=O)nc3c(c2=O)C2(CCCC2)Cc2ccccc2-3)cc1	1	-5	12	0	-3	-1	1	-10	3	-6
Nc1ccc(-c2nc3c(Cl)c(N)ccc3[nH]2)cc1	8	12	-6	i	i	i	-2	1	i	10
CCCOP(=O)(OCCC)C(Nc1cccc(C(F)(F)F)c1)c1ccc(C)cc1 (stereo not drawn)	5	-1	5	6	6	3	7	-18	2	-1
Cc1[nH]c2ccccc2c1N=Nc1ccc(F)cc1	12	3	4	10	-71	-44	-2	6	-3	8
COc1ccc(-c2nc3ccccc3c(=O)n2-c2c(C)n(C)n(-c3ccccc3)c2=O)cc1	7	-8	-5	-2	-5	0	0	1	2	6
COc1ccccc1CNC(=O)C(=O)NCC1CCCN1S(=O)(=O)c1cccs1 (stereo not drawn)	-5	4	-9	-10	-11	-3	-3	18	-3	-2
COc1cccc(-n2nnnc2SCC(=O)NCc2ccc3c(c2)OCO3)c1	0	-7	-1	-7	-2	-1	-6	-5	-2	-3
COC(=O)C1CC(c2ccc(Cl)cc2)=NO1 (stereo not drawn)	-9	0	2	-9	-4	0	-2	0	-3	4
O=C(N/N=C/c1ccc(OC(=O)c2ccc(Br)cc2)cc1)c1ccncc1	6	9	-1	8	-1	5	2	-15	1	1
O=C(COn1nnc2ccc(S(=O)(=O)N3CCOCC3)cc21)NCCc1ccccc1	-8	-3	-1	8	-1	7	-5	-6	13*	-5
CCOC(=O)C1(Cc2ccccc2)CCN(Cc2ccc(C(F)(F)F)cc2)CC1	x	1	x	-2	0	1	7	3	1	7
COc1ccc2c(C)c(CCC(=O)NC3CC3)c(=O)oc2c1	10	-4	18	i	-245	-199	-6	5	-441	13
COc1ccc(/C=C(\NC(=O)c2ccccc2)C(=O)NCC2CCCO2)cc1 (stereo not drawn)	7	-7	-1	3	-2	1	4	12	0	5
Cc1ccc(C(=O)N2CCN(c3ccc(N4CCOCC4)nn3)CC2)cc1C	-2	6	-15	-446	-440	-363	9	0	-137	3
O=C(c1cccc(NS(=O)(=O)c2ccccc2)c1)N1CCCCC1	-2	-2	18	0	0	-2	3	7	-2	-2
CC1(C)O[C@@H](CC(=O)O)[C@]23CO[C@H](C(=O)[C@]4(C)C2CC[C@@]2(C)[C@H](c5ccoc5)OC(=O)C5O[C@]524)[C@@H]13 (stereo partly drawn)	18	-6	3	12	3	6	-1	-4	4	-4
[O-]/[N+](=C\c1ccccc1)c1ccc(Br)cc1	8	6	16	-9	1	1	4	0	-7	0
COc1ccc(-c2nc(SCC(=O)Nc3c(F)cccc3F)n[nH]2)cc1	-5	1	14	-17	-3	7	-2	1	0	3
CCn1cc(/C=C/C(=O)Nc2c(C)nn(Cc3ccccc3C)c2C)cn1	-3	3	10	-5	1	2	2	-7	3	-2
O=C(COc1ccccc1)N/N=C/c1ccc([N+](=O)[O-])o1	-2	-2	14	-14	-8	0	-1	-13	-1	4
Nc1nc2ccccc2n1/N=C/c1ccc2c(c1)OCO2	9	11	-10	-2	-12	-2	3	-11	-1	-6
COc1cc(C2C3=C(CCCC3=O)Nc3ccc4ncccc4c32)ccc1O (stereo not drawn)	-4	-7	4	-2	-6	-4	1	10	-1	4
SMILES	ASAP1 inh	Tn7 DDE FP	ARFGAP1 inhibitor	ADAM10 inh	PLCb3 inh	PLC-gamma1 inh	DDE Tn6 FP inh	TDP2 inh	ADAM17 inh	SIAE primary
CCOC(=O)CC(=O)CSc1nc2ccc(OC)cc2cc1C	0	-6	-4	-10	-11	-6	3	5	-4	3
CCCCSc1nc2c([nH]1)c(=S)n(C)c(=O)n2C	2	8	-1	-16	2	-2	12	-3	-5	10
COc1ccccc1CNC(=O)C1CCC(=O)N(CCCc2ccccc2)C1 (stereo not drawn)	-11	3	-3	-2	-3	-3	2	0	-4	2
CCOc1ccc(NC(=O)CN(C)C(=O)c2cc(C3CC3)nn2-c2ccccc2)cc1OCC	-6	5	0	-3	-14	6	-3	-2	-12	0
O=C(CSc1ncnc2nc[nH]c12)c1ccccc1	13	-1	1	6	-6	0	4	2	-1	-1
Nc1nc(Cl)cc(Nc2ccccc2Cl)n1	4	4	-1	1	-3	0	-9	-8	0	4
Cc1c(-n2c(SCC(=O)C(C)(C)C)nc3ccccc3c2=O)c(=O)n(-c2ccccc2)n1C	-23	2	5	-2	-8	-3	-7	1	-1	-8
O=C(CNC(=O)c1cc2c(s1)CCC2)Nc1ccccc1Br	-3	6	13	-7	-23	-14	4	8	-7	0
Cc1cccc(C(=O)OCC(=O)Nc2ccc3c(c2)OCCO3)c1	-20	9	-1	4	-10	-1	-1	0	-3	-6
Cc1cccc(NC(=O)C2(C)CC3c4ccccc4C2c2ccccc23)c1C (stereo not drawn)	-15	-2	-14	4	2	-2	3	-3	5	5
CC1=C(C(=O)Nc2ccc(F)cc2)C(c2ccc(C)o2)C2=C(CC(C)(C)CC2=O)N1 (stereo not drawn)	-6	-4	6	-13	-25	-19	-12	2	-7	-4
CCOC(=O)c1ccc(N/C=C/C(=O)c2ccc(OC)c(OC)c2)cc1	0	2	1	-23	-87	-63	1	7	-8	-2
O=C(NC1CC1)c1ccc(CS(=O)(=O)c2c(Cl)cccc2Cl)o1	-12	0	4	-6	2	2	-4	4	0	-1
COC(=O)c1cc(Br)ccc1N(Cc1cc(OC)cc(OC)c1)S(C)(=O)=O	1	-3	-4	-3	0	-1	-1	6	-2	2
COc1ccc(NC(=O)CN2CCN(c3c(C)cccc3C)CC2)cc1	3	6	-14	4	-9	1	-2	-2	3	3
O=C(NCc1ccncc1)C1Cc2c(-c3ccc4c(c3)OCO4)ccnc2O1 (stereo not drawn)	3	0	-3	-114	-11	-8	2	-4	-25	3
C[C@H]1COc2cc(NCCCN3CCOCC3)ccc2S(=O)(=O)N1	-1	3	-2	-3	4	-1	3	9	0	2
Clc1cc2c(c(CSc3nc4ccccc4n4cccc34)c1)OCOC2	11	1	-4	6	-17	-2	-1	-20	2	-8
c1ccc(Oc2ccc(-n3cnnn3)cc2)cc1	-3	-2	5	0	-1	1	7	-8	4	9
O=C1C(NS(=O)(=O)c2cccs2)=C(N2CCOCC2)C(=O)c2ccccc21	4	-4	-1	7	-2	9.8*	4	12	1	-5
CN(C)c1ccc(CNc2nc3cc(-c4ccc(F)cc4)sc3c(=O)n2C)cc1	8	3	-2	-6	1	-4	-3	4	-3	17*
CCOC(=O)CC(NC(=O)Cn1nnc(-c2ccccc2)n1)c1ccc(OC)cc1 (stereo not drawn)	-8	1	-10	-4	-10	1	5	-5	-6	-2
CN(c1ccccc1)S(=O)(=O)c1cccc(C(=O)Nc2ccc3c(c2)CCC3)c1	-3	5	2	8	3	0	-5	6	7	-31
O=C(COC(=O)c1cc(=O)[nH]c2ccccc12)NCc1ccccc1Cl	-5	-2	4	-33	-38	-29	-7	1	-9	-8
O=C(NCc1cccs1)c1cccc(S(=O)(=O)N2CCCCC2)c1	1	6	1	-4	-3	1	4	8	-4	-2
SMILES	ASAP1 inh	Tn7 DDE FP	ARFGAP1 inhibitor	ADAM10 inh	PLCb3 inh	PLC-gamma1 inh	DDE Tn6 FP inh	TDP2 inh	ADAM17 inh	SIAE primary
CCN1CCN(c2c(Cl)cccc2NC(=O)c2ccc3c(c2)OCCO3)CC1	9	-1	2	11	7	4	4	-5	-1	2
CCOC(=O)c1cnn(-c2ncnc3sc(C)c(C)c23)c1N	-8	-7	-14	1	0	3	0	4	-2	6
O=C1OC(Nc2ncccn2)c2ccccc21 (stereo not drawn)	-8	-2	11	-6	2	3	0	1	-4	-1
CCCS(=O)(=O)Nc1cccc(-c2nc3cccnc3s2)c1	8	-5	-5	1	-71	-44	-2	-12	-1	-9
CC(=O)NC(C(=O)c1ccccc1)C(=O)c1ccccc1	9	-2	10	-5	1	1	2	6	-3	2
Cc1ccc(NS(=O)(=O)c2c(C(=O)N3CCOCC3)c(C)n(C)c2C)cc1	-19	-2	4	6	-8	2	-2	-14	-2	0
O=c1[nH]c2cc3ccccc3cc2nc1-c1nnnn1Cc1ccccc1	3	0	11	-8	-38	-26	10	-1	-5	1
NS(=O)(=O)c1ccc(N/N=C/c2ccc3c(c2)OCO3)c([N+](=O)[O-])c1	6	5	2	7	0	3	0	9	0	-3
CCCCCC/C(C)=C1/SC(=S)NC1=O	4	-7	-9	-3	-2	-1	-5	13	-1	-2
CC1CCN(CCCNC(=O)c2cc3sccc3n2C)CC1	15	-3	7	-1	1	3	-1	-3	-2	-5
CCCCn1c(CCC(=O)O)nc2c1c(=O)[nH]c(=O)n2CCC	5	0	3	-10	3	-2	-3	5	-4	1
CC(NC(=O)C1CC2CCCC(C1)C2=O)c1ccccc1 (stereo not drawn)	-4	1	-4	-4	-2	-1	-5	9	-4	1
CC(Oc1ccc(C(=O)NCCc2ccccc2)cc1)C(=O)O (stereo not drawn)	13	-2	-2	-2	4	1	-5	7	-3	7
COc1ccc(NS(=O)(=O)c2ccc(Cl)c(NC(=O)c3ccccc3F)c2)cc1	-1	-6	11	1	-7	5	-2	-2	9	-7
Cc1ccc(S(=O)(=O)N2CCCCC2)cc1NC(=O)CSc1nnc(C2CC2)n1N	-4	-4	13	-9	0	3	-7	7	-2	-7
CC1(c2ccc(O)cc2)NC(=O)N(c2ccccc2)N1 (stereo not drawn)	-4	1	-10	10	6	2	4	2	1	-1
